RXFP1 antagonist – blocks the human relaxin receptor RXFP1; activity change, negative = inhibition, % at 57.5 µM; AID 1259400; HEK293-RXFP1, relaxin-stimulated cAMP HTRF, 30 min; hits give low values; actives 0.59% (n = 350,000); Q9HBX9;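 active = activity change of -60% or lower, but not beyond a set lower limit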
Target sequence (Q9HBX9 whole entry, looked up): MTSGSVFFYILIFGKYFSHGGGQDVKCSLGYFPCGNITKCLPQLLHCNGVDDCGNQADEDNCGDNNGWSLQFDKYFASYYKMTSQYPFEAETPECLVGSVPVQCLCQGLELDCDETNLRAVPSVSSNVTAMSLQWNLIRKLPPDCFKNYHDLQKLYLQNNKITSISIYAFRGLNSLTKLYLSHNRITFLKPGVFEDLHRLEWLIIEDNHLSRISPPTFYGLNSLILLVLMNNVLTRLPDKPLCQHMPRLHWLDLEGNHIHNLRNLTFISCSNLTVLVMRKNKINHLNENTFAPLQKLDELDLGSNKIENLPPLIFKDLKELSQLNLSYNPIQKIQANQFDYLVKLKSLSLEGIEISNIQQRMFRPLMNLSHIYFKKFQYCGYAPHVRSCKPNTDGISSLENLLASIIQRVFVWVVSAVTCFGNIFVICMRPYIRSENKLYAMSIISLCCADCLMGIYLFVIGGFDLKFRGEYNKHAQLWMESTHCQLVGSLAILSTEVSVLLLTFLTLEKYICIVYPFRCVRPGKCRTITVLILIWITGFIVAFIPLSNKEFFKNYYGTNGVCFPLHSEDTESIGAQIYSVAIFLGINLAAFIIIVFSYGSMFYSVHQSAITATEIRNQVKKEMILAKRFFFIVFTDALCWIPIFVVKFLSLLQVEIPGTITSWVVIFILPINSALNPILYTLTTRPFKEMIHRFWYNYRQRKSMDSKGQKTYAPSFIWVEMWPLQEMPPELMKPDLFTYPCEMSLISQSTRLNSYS
The depositor's hits bear a star. % is set by controls: 0 for no effect and ±100 for the full control effect. This is a subset (hit frequency here may not be typical).

canonical_smiles,RXFP1 antagonist
O=C(OCCOCCO)c1ccccc1Nc1cccc(C(F)(F)F)c1,-30
CSc1ncnc2c1ncn2CCCNCc1ccc2c(c1)OCO2,-8
CCOC(=O)C1CCCN(C(=O)COc2ccc(C(=O)c3ccc(F)cc3)cc2)C1 (centres undefined),-7
COC(=O)C[C@@H]1C[C@H]2c3cc(NC(=O)CC4CC4)ccc3O[C@H]2[C@@H](CO)O1,-4
COc1ccc(C(=O)NC(C(=O)N2CCN(C/C=C/c3ccccc3)CC2)C(C)C)cc1 (centres undefined),2
COc1cc(C)ccc1OCC(=O)OCC(=O)NCC1CCCCC1,-4
COc1cc(C(=O)OCC(=O)Nc2ccc(S(=O)(=O)N3CCCC3)cc2)cc(OC)c1OC,-5
COc1cc(C(=O)COC(=O)c2c(C)noc2C)cc(OC)c1OC,3
CCOc1ccc(NS(=O)(=O)c2cc(NC(=O)CCNC(=O)c3ccco3)ccc2OC)cc1,1
O=C(COC(=O)c1ccc(O)cc1)Nc1cc(S(=O)(=O)N2CCOCC2)ccc1N1CCOCC1,-2
FC(F)Oc1ccccc1NC(=S)NCCc1ccccc1,-2
COc1ccc(C(CNC(=O)c2ccc(OCc3cscn3)cc2)N2CCCC2)cc1 (centres undefined),7
Cc1ccc(S(=O)(=O)Cn2nnnc2C(C(C)C)N2CCN(C(=O)c3ccco3)CC2)cc1 (centres undefined),8
CN1CCC(N(C)C(=O)c2ccc(Cl)c(S(=O)(=O)N3CCc4ccccc43)c2)CC1,-2
COC(=O)c1cccc(NC(=O)c2cccc(-n3cnnn3)c2)c1,8
O=C(O)c1sccc1S(=O)(=O)N1CCCCC1,-3
Cc1cc(C)n2nc(C(=O)OCC(=O)Nc3ccc(C)c(F)c3)nc2n1,5
O=C1NC(=S)NC1=Cc1ccccc1O,43
CCCOc1ccc(/C(O)=C2/C(=O)C(=O)N(CCN3CCOCC3)C2c2ccccc2)cc1 (centres undefined),0
O=[N+]([O-])c1ccc(Cl)cc1NCc1cccnc1,23
CC(=O)Nc1ccc(S(=O)(=O)N(CC(=O)NC2CC2)Cc2ccccc2)cc1,17
Cc1cc(=O)[nH]c(NNC(=O)c2ccc(Cl)cc2)n1,10
O=C1c2ccccc2NC(c2ccccc2)N1Cc1ccccc1 (centres undefined),-10
[O-][N+](=C(c1ccccc1)c1ccccc1)c1ccccc1,14
Cc1cc(-n2c(C)cc(C(=O)CSc3nncn3C)c2C)no1,3
O=C1Nc2cc(C(=O)NCCN3CCCCCC3)ccc2S/C1=C/c1ccccc1F,-5
C1CCc2c(c(N3CCOCC3)nc3sc4c(N5CCOCC5)nnnc4c23)C1,20
C=CCn1c(COc2cccc(C)c2)nnc1SCC(=O)c1c(N)n(C)c(=O)n(C)c1=O,5
O=C(Nc1cccc2ccccc12)NC1CC1,4
Cc1ccc(S(=O)(=O)N(C)C)cc1NC(=O)COC(=O)COc1ccc2c(C)cc(=O)oc2c1,-21
CC(=O)Nc1cccc(-c2csc(Nc3cccc(C)n3)n2)c1,-63*
NC(=O)c1c(NC(=O)COC(=O)c2ccc(O)c(Cl)c2)sc2c1CCCC2,-20
O=C1c2cccc3cccc(c23)C(=O)N1CC1CCN(S(=O)(=O)c2ccccc2)CC1,-2
CCc1cc(Cl)c(OC)c(C(=O)NC[C@@H]2CCCN2CC)c1O,3
CC(=O)Nc1ccc(SCC(=O)NCC2(N3CCCCC3)CCCCC2)cc1,-12
CCCC(=O)NC(Nc1ccc(S(=O)(=O)Nc2cc(C)on2)cc1)(C(F)(F)F)C(F)(F)F,-1
COc1ccc(NC(=O)c2cc([N+](=O)[O-])ccc2N2CCCCC2)cc1OC,-9
COc1ccc(OC)c(S(=O)(=O)Nc2cccc3ccccc23)c1,15
O=C(/C=C/c1ccc(S(=O)(=O)N2CCOCC2)cc1)NC(CO)C(O)c1ccc([N+](=O)[O-])cc1 (centres undefined),6
CCN(c1ccccc1)S(=O)(=O)c1ccc(C(=O)Nc2c(C)n(C)n(-c3ccccc3)c2=O)cc1,9
CC1Sc2ccc(C(=O)N(CCc3ccccc3)Cc3ccccc3)cc2NC1=O (centres undefined),-2
Cc1cc(C(=O)COC(=O)c2ccc(NC(=O)CC#N)cc2)c(C)n1-c1ccc(OC(F)F)cc1,-62*
CCN(CC)S(=O)(=O)c1ccc(C(O)=C(C#N)c2nc3ccccc3n2C)cc1,-10
Cc1ccc(C(C)C)c(OCC(=O)NNC(=O)Nc2ccccc2)c1,-10
CCC(Sc1nc2ccsc2c(=O)n1Cc1ccc(C(=O)O)cc1)C(=O)Nc1cccc(OC)c1 (centres undefined),6
Nc1nc(N)c2c(n1)CN(Cc1ccc(Cl)cc1)C2,12
C[C@@H]1CN([C@@H](C)CO)S(=O)(=O)c2ccc(C#Cc3cccc(F)c3)cc2O[C@@H]1CN(C)CC1CC1,2
CCN(CC)CCNc1cccc2sc3ccccc3c(=O)c12,8
Cc1cc(NS(=O)(=O)c2ccc(NC(=O)Cc3ccc([N+](=O)[O-])cc3)cc2)nc(C)n1,4
CCOc1ccc(NC(=O)COC(=O)CC2CC3CCC2C3)cc1 (centres undefined),-5
O=C(CSCC(=O)NN=Cc1ccccc1)NN=Cc1ccccc1,-16
COc1cc(OC)cc(OC)c1,4
O=C(C1CC(=O)N(c2ccc3c(c2)OCCO3)C1)N1CCN(S(=O)(=O)c2ccccc2F)CC1 (centres undefined),-5
CCN(C(=O)CSc1nc(C)nc2sc3c(c12)CCC3)C1CCS(=O)(=O)C1 (centres undefined),-2
COc1cccc(NC(=O)c2cnc(NS(=O)(=O)c3ccccc3)nc2)c1,2
COCCCN(CC(=O)Nc1ccc(F)cc1)S(=O)(=O)c1cccs1,6
COCCCN1C(=O)C(CC(=O)NC(c2ccccc2)c2ccccc2)CC(C(=O)N(C)C)=C1C (centres undefined),6
Cc1nc(S(=O)(=O)N(C)c2ccccc2)c(C#N)c(C)c1Cl,11
CC(C)CCN1C(=O)c2ccc(C(=O)OCC(=O)N(CC(C)C)C3CCS(=O)(=O)C3)cc2C1=O (centres undefined),10
O=C(Cc1ccc(Br)cc1)OCC(=O)c1ccc[nH]1,-8

(list continues)
canonical_smiles,RXFP1 antagonist
CCOC(=O)Cn1nnc2c(sc3nc4c(c(-c5ccc(Cl)cc5)c32)CCC4)c1=O,-6
O=C(CC(=O)c1ccccc1)Nc1ccccc1,2
CCOc1ccccc1NC(=O)C(OC(=O)c1cnc(C)cn1)c1ccccc1 (centres undefined),3
COc1cccc2c1cc1c(=O)n(CC(=O)N3CCCC3)nc(C)n12,-9
CCOC(=O)Nc1ccc2c(COC(=O)C(NS(=O)(=O)c3ccc(Cl)cc3)C(C)O)cc(=O)oc2c1 (centres undefined),2
CCN(C(=O)COC(=O)CNC(=O)c1ccc(Cl)cc1Cl)c1c(N)n(Cc2ccccc2)c(=O)[nH]c1=O,-3
CCOc1ccc(N/C=C\C(=O)c2ccc3c(c2)OCO3)cc1,-2
Oc1c(Br)cc(Br)cc1/C=N/c1nc2c(s1)CCCC2,-37
CN1C(=O)[C@H]2[C@@H](c3ccc(C(F)(F)F)cc3)N[C@]3(CCCN(Cc4cccn4C)C3=O)[C@H]2C1=O,12
O=C(COC(=O)C1=COCCO1)Nc1cc(C(F)(F)F)ccc1Cl,4
CCCCCCN1C[C@H](O)[C@@H](n2cc(COC(=O)c3ccccc3)nn2)C[C@@H]1c1ccc(C)cc1,-8
O=C(OCCOc1ccccc1Cl)c1cc(S(=O)(=O)N2CCCCC2)ccc1N1CCOCC1,-9
CCCCN(C(=O)CCN1C(=O)C2CC=CCC2C1=O)c1c(N)n(CCCC)c(=O)[nH]c1=O (centres undefined),-13
Cc1cccn2c(=O)c3cc(C(=O)NCc4ccc(F)cc4)c(=N)n(CCCN4CCOCC4)c3nc12,27
COc1cccc(N2CCN(C(=O)c3cccc(NC(=O)C4=C(C)OCCS4)c3)CC2)c1,1
CCCNC(=O)c1cc(S(=O)(=O)N2CCC3(CC2)OCCO3)ccc1F,2
CC(OC(=O)C1CC1)C(=O)Nc1cccc(S(=O)(=O)N2CCOCC2)c1 (centres undefined),0
CN(c1ccc(OCC(=O)Nc2ccccc2C(=O)O)cc1)S(=O)(=O)c1ccc(Cl)cc1,-35
O=C1CC(N2CCN(c3cccc(C(F)(F)F)c3)CC2)C(=O)N1c1ccc(F)cc1 (centres undefined),11
CC(=Nc1ccccc1)C1=C(O)C(Cc2cccc(F)c2)NC1=O (centres undefined),5
CCN(CC)CC(O)CNc1ccnc2c(Cl)ccc(Cl)c12 (centres undefined),-7
COC(=O)C(c1ccccc1)C(CC(=O)c1ccccc1)c1ccccc1 (centres undefined),-8
Cc1nnc(NC(=O)CCC2CCCCC2)s1,-1
C[C@]12CCC3c4ccc(O)cc4CCC3C1CC/C2=N\N (some centres undefined),0
CC(=O)Nc1ccc(S(=O)(=O)NC(CC(=O)NCCC2=CCCCC2)C(C)C)cc1 (centres undefined),5
O=C(COC(=O)CNC(=O)c1ccc(Cl)cc1Cl)NNC(=O)c1ccccc1F,-15
C[C@@H](NC(=O)c1[nH]cnc1C(=O)Nc1ccccc1F)c1ccccc1,-7
O=C(CC(CC(=O)c1ccccc1)c1ccccn1)c1ccccc1,6
CCc1nnc(NC(=O)c2cc(S(=O)(=O)N3CCN(CC)CC3)ccc2Cl)s1,-7
COc1ccccc1NC(=O)c1ccccc1C(=O)N(C)Cc1ccccc1,2
CC(C)c1ccccc1OCCCCCN1CCOCC1,-7
COCCNC(=O)c1nn2c(C(F)(F)F)cc(-c3ccccc3)nc2c1Br,6
CC(OC(=O)[C@@H](NC(=O)OCc1ccccc1)C(C)C)C(=O)Nc1ccc(N2CCOCC2)cc1 (some centres undefined),-10
Cc1ccc([C@H]2C[C@H](n3cc(C4CC4)nn3)[C@@H](O)CN2C(=O)c2cccs2)cc1,-14
COc1cc(NS(=O)(=O)c2ccc(-n3cccn3)cc2)cc(OC)c1,1
Cc1ccc2c(COC(=O)C3CSC4(C)CCC(=O)N34)cc(=O)oc2c1C (centres undefined),-23
COc1ccc(NC(=O)CC2CC3CCC2C3)cc1S(=O)(=O)N1CCOCC1 (centres undefined),-3
Cc1noc(C)c1COc1ccc(C(=O)N2CCN(S(=O)(=O)c3ccc(F)cc3)CC2)cc1,6
CC(C)Oc1ccc(S(=O)(=O)N2CCOCC2)cc1NC(=O)CSc1nnc(C2CC2)n1C,-7
Cc1cc(NC(=O)COC(=O)CNS(=O)(=O)c2c(F)cc(F)cc2Br)no1,-8

Part of the list above in a different format:
> O=C(COC(=O)CNC(=O)c1ccc(Cl)cc1Cl)NNC(=O)c1ccccc1F
  RXFP1 antagonist: -15

> C[C@@H](NC(=O)c1[nH]cnc1C(=O)Nc1ccccc1F)c1ccccc1
  RXFP1 antagonist: -7

> O=C(CC(CC(=O)c1ccccc1)c1ccccn1)c1ccccc1
  RXFP1 antagonist: 6

> CCc1nnc(NC(=O)c2cc(S(=O)(=O)N3CCN(CC)CC3)ccc2Cl)s1
  RXFP1 antagonist: -7

Next structures:
canonical_smiles,RXFP1 antagonist
COc1ccc(C=NNC(=S)Nc2ccc(F)cc2)cc1OC,0
O=[N+]([O-])c1ccc(/C=N\O)o1,8
COc1c[nH]n(-c2ccccc2)c(=O)c1=O,-1
Cc1ccc(S(=O)(=O)N2CCN(C(C)C(=O)NCC(C)c3ccccc3)CC2)cc1 (centres undefined),-15
CCc1ccccc1NC(=O)c1nnn(CC(=O)Nc2cccc(C)c2C)c1N,7
Cc1ccc(S(=O)(=O)N2C[C@]3(O)C[C@@H]4C(=O)N(c5ccccc5)C(=O)[C@@H]4C[C@]3(OC(=O)NC3CC3)C2)cc1,-4
N#CC(=C(O)CN1CCN(c2ccccc2F)CC1)c1nc(-c2ccccc2)cs1,-9
CCN(CC)C(=O)C1=C(C)N(Cc2ccc(OC)cc2)C(=O)C(CC(=O)NC2CCCC2)C1 (centres undefined),-6
CCN(CC)CCOC(=O)C(c1ccccc1)C1CCCCC1 (centres undefined),-31
COc1ccc(CCNC(=O)CN2C(=O)NC(c3ccccc3)(c3ccccc3)C2=O)cc1,-22
COc1cccc(C(=O)Nc2ccc(C(=O)NCC3CCCO3)cc2)c1 (centres undefined),-18
COc1ccc(C(=O)NCC(=O)N2CCN(C(=O)c3ccco3)CC2)cc1[N+](=O)[O-],7
Cc1ccc2ccc(C3C(=O)c4ccccc4C3=O)nc2c1,3
CC(CN1CCN(CCOCCO)CC1)CN1c2ccccc2Sc2ccc(Cl)cc21 (centres undefined),-34
CCCCN(C(=O)c1cc(CN2C(=O)c3ccccc3C2=O)ccc1OC)c1c(N)n(CC(C)C)c(=O)[nH]c1=O,-3
O=c1oc(-c2ccccc2)c(-c2ccccc2)c2ccccc12,10
Cn1c(N)c(C(=O)COC(=O)Cc2ccc(Br)cc2)c(=O)n(C)c1=O,-8
O=C1CC[C@@H](C(=O)N2CSC[C@@H]2C(=O)Nc2ccc(C(F)(F)F)cc2)N1,0
O=C(COC(=O)c1cc(=O)[nH]c2ccccc12)Nc1ccc(Cl)c(S(=O)(=O)N2CCOCC2)c1,-2
N#CC(OC(=O)c1ccccc1)c1ccccc1 (centres undefined),8

2 entries from above, set out differently:
Cc1ccc(S(=O)(=O)N2CCN(C(C)C(=O)NCC(C)c3ccccc3)CC2)cc1 (centres undefined)
  RXFP1 antagonist: -15
COc1c[nH]n(-c2ccccc2)c(=O)c1=O
  RXFP1 antagonist: -1

Screening data: PubChem BioAssay, National Center for Advancing Translational Sciences (NCATS)
